Bioassay records (PubChem)
FEN1 inh: qHTS Assay for the Inhibitors of Human Flap endonuclease 1 (FEN1); P39748; Recombinant FEN1 flap cleavage, fluorescence, 15 min; Potency, µM (series often up to 114 µM), for the others: at the top dose activity change, negative = inhibition, most hits filed as inhibitors; hit rate 0.35% among 390,000; AID 588795, 2011; note: nearly all actives have a fitted effect of over 65% in size
Target sequence (P39748 whole entry, looked up): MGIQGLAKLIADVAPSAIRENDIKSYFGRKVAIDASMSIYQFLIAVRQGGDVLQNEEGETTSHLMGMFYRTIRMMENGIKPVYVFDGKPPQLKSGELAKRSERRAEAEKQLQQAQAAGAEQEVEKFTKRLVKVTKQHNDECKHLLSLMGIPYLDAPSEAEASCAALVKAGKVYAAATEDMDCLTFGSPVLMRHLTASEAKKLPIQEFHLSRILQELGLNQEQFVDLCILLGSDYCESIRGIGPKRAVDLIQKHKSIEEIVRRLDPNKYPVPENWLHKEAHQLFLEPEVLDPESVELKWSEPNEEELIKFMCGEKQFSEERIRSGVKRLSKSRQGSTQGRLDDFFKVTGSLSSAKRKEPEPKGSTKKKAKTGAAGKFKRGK
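FEN1 at 10 nM, compound pretreatment for 15 min (room temperature), 50 nM final substrate to initiate; endpoint reads at 0 and 15 min; DMSO-only plates used as vehicle background.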
N370S GC: qHTS Assay for Inhibitors and Activators of N370S glucocerebrosidase as a Potential Chaperone Treatment of Gaucher Disease | Potency, µM (highest dose often 59.4 µM), for the others: at the highest dose activity change, negative = inhibition, actives largely listed as inhibitors | AID 2101, 2009 | Lysosomal acid glucosylceramidase (Homo sapiens), P04062 | N370S GC spleen homogenate, 4MU-glucoside fluorescence | hit rate 0.092% among 330,000;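 note: 0% = full enzyme activity and -100% = no enzyme basal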
TDP1 inh: qHTS Assay for Inhibitors of Tyrosyl-DNA Phosphodiesterase (TDP1) | Tyrosyl-DNA phosphodiesterase 1 (Homo sapiens), Q9NUW8 | recombinant TDP1, AlphaScreen DNA substrate cleavage | Potency, µM (titrated, usually from 130 µM), without a hit: at the top dose activity change, negative = inhibition, most hits filed as inhibitors | hit rate 0.28% among 350,000; note: nearly all actives have a fitted effect of over 40% in size
Target sequence (Q9NUW8 whole entry, looked up): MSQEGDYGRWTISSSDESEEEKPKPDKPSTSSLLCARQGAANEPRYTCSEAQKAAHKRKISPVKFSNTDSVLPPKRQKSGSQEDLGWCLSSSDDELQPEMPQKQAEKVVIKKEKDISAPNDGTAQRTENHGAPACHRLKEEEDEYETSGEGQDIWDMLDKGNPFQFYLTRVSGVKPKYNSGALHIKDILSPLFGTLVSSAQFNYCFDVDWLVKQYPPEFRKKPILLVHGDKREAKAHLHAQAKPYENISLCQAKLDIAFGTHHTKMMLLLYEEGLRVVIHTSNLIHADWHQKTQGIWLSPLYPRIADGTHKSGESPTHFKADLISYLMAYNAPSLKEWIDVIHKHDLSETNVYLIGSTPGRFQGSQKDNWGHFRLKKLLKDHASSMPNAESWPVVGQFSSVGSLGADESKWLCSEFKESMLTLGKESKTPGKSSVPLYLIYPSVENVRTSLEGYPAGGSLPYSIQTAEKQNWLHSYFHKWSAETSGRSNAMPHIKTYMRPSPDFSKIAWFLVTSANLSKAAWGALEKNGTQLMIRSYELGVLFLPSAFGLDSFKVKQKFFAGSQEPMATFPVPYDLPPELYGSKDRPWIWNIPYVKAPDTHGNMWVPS
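Here, a 5' biotin and 3' phosphotyrosine-FITC DNA oligonucleotide reports Tdp1 activity: intact substrate bridges AlphaScreen beads, while cleavage leaves a 3' phosphate and drops signal. All incubations at room temperature.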
* = called active by the depositor; ? = inconclusive; nt = no result given; & = joins results of further samples; [ ] = dose if it differs, or a comment. Calls come from the whole dose curve; as a rule, active = well fitted curve in the direction sought with a large enough effect; inconclusive = small, poorly fitted or top-dose-only effect, or another doubt; inactive = no such curve, though single readings can be large; an effect the other way counts as inactive or inconclusive. Unless noted, % is set by controls: 0 for no effect and ±100 for the full control effect; potency is the fitted concentration of half-maximal effect.

SMILES	FEN1 inh	N370S GC	TDP1 inh
CC(=O)c1cccc(Nc2nc(-c3ccccc3)cs2)c1	-5%	2%	2%
O=c1[nH]cnc2c1[nH]c(=S)n2C1O[C@@H](CO)[C@H](O)[C@@H]1O (stereo not given in full)	-10%	nt	3%
CC1CN(C(=O)c2ccc(COc3ccccc3Cl)o2)CC(C)O1 (stereo not given)	0%	-4%	-1%
CC1CC(C)CN(CCCNC(=O)c2ccc3nc(N4CCOCC4)sc3c2)C1 (stereo not given)	-26%	-2%	nt
Cc1ccc(S(=O)(=O)c2ccc(NC(=O)c3c(F)cccc3F)cc2)cc1	5%	1%	nt
COc1ccc(NC(=O)N2CCc3nc(COc4ccccc4)c4c(c3C2)CO[C@@H](C)C4)cc1	nt	6%[12.8 µM]	5%[12.3 µM]
Cc1csc(=Nc2c(C)n(C)n(-c3ccccc3)c2=O)n1Cc1ccccc1	11%&-3%	-10%	9%
NC(=O)CCC1NC(=S)N(Cc2ccccc2)C1=O (stereo not given)	0%	-3%	4%
Cc1cc2c(c(=O)o1)[C@@H](O)[C@H]1O[C@@H]1C2=O	nt	-3%[12.8 µM]	?
C=C(N(C)C)[C@]1(C)C[C@H]1[C@H](NC(=O)CNC(=O)OCc1ccccc1)c1ccccc1	nt	-4%	7%
CC1CCN2c3cc(Cl)ccc3CC3(C(=O)OC(C)(C)OC3=O)C2C1 (stereo not given)	-6%	nt	0%
CCOC(=O)NC1(C(F)(F)F)NC(=O)N(c2cccc(C(F)(F)F)c2)C1=O (stereo not given)	0%	-9%	1%
CCCCN(CCNP(=O)(OCC)OCC)CP(=O)(OCC)OCC	36%[activator]	13%	-5%
CC(=O)COc1ccc2c(c1C)O/C(=C\c1ccco1)C2=O	1%	2%	nt
COCCn1c(=O)[nH]c2cc(C(=O)NCc3ccccc3Cl)ccc2c1=O	-7%	nt	6%

Single entries from the results shown.
For TDP1 inh, CCOC(=O)NC1(C(F)(F)F)NC(=O)N(c2cccc(C(F)(F)F)c2)C1=O (stereo not given) shows 1%
For TDP1 inh, CC1CN(C(=O)c2ccc(COc3ccccc3Cl)o2)CC(C)O1 (stereo not given) shows -1%
For N370S GC, Cc1cc2c(c(=O)o1)[C@@H](O)[C@H]1O[C@@H]1C2=O shows -3%[12.8 µM]
For N370S GC, C=C(N(C)C)[C@]1(C)C[C@H]1[C@H](NC(=O)CNC(=O)OCc1ccccc1)c1ccccc1 shows -4%
For FEN1 inh, Cc1ccc(S(=O)(=O)c2ccc(NC(=O)c3c(F)cccc3F)cc2)cc1 shows 5%
For N370S GC, CC(=O)COc1ccc2c(c1C)O/C(=C\c1ccco1)C2=O shows 2%
For FEN1 inh, CC1CCN2c3cc(Cl)ccc3CC3(C(=O)OC(C)(C)OC3=O)C2C1 (stereo not given) shows -6%

(listing goes on)
SMILES	FEN1 inh	N370S GC	TDP1 inh
Cc1ccc(N(C)S(=O)(=O)c2cccc(C(=O)NC3CC(C)(C)NC(C)(C)C3)c2)cc1	2%	1%	6%
CC(C)(C)C(=O)N1CCN(CCN2C(=O)c3cccc4cccc(c34)C2=O)CC1	-2%	-1%	2%
COc1ccc(C(=O)Nc2cc3c(cc2C(=O)O)OCCCO3)c(OC)c1	-4%	-13%	-3%
CCN1C(=O)[C@H]2[C@@H](c3ccc(C)cc3)N3C(=O)N(c4ccccc4)C(=O)[C@@]3(Cc3ccc(Cl)cc3)[C@H]2C1=O	-13%	1%	nt
COc1ccc(NC(C)=O)cc1S(=O)(=O)N1CCN(C(=O)c2ccccc2F)CC1	-4%	-2%	2%
O=C(Cn1ncc(Cl)c(Cl)c1=O)NC(=O)NC1CCCCC1	-12%	nt	1%
COc1ccc(OC)c(S(=O)(=O)N2CCCC(C(=O)NCc3ccccn3)C2)c1 (stereo not given)	0%	1%	2%
CC(=O)N1CCOc2ccc(S(=O)(=O)N3CCC(C(=O)Nc4ccc(C)cc4C)CC3)cc21	-6%	4%	3%
CN1CCN2c3ncccc3Cc3ccccc3C2C1 (stereo not given)	-8%	-2%	0%
COc1ccc(C(CNC(=O)CNC(=O)c2cccc(Cl)c2)N2CCCC2)cc1 (stereo not given)	-8%	nt	0%
CCc1cc2c(=O)c(-c3nc4ccccc4[nH]3)coc2cc1OC(=O)N1CCOCC1	-14%	-10%	1%
CC(=O)OC[C@H]1O[C@@H](O/N=C(\C)CCN2CCCCc3nc(C)c(C)cc32)[C@H](OC(C)=O)[C@@H](OC(C)=O)[C@@H]1OC(C)=O	nt	6%	3%
COc1ccc(CCNC(=O)C(C)n2nc(C)c3c(C)n(-c4ccc(C)cc4)nc3c2=O)c(OC)c1 (stereo not given)	0%	-4%	4%
O=c1c2ccccc2cnn1Cc1ccc(Br)cc1F	-4%	9%	nt
O=C(Nc1cc(F)ccc1F)c1cc2nc(-c3ccco3)cc(C(F)(F)Cl)n2n1	-13%	nt	-9%
Cc1nc(SCc2ccccc2)c(C(F)(F)F)c(=O)[nH]1	-3%	10%	2%
Clc1ccccc1C1=CC(c2ccco2)n2nnnc2N1 (stereo not given)	0%	?	nt
CCOCCOc1cccc(C(=O)NC(c2ccccc2)C(C)C)c1 (stereo not given)	15%	3%	-13%
Cc1ccc(S(=O)(=O)Nc2c(C)n(C)n(-c3ccccc3)c2=O)c(C)c1	8%	1%	nt
CCOC(=O)c1cc(-c2ccc(F)cc2)n(CCC(=O)Nc2ccccc2OC)c1C	-15%	nt	8%
COc1ccc(CNC(=O)C[C@H]2C(=O)N(Cc3ccccc3)C[C@@H]2Cc2ccccc2)cc1	-16%&-15%	-8%	nt
COC(CNC(=O)c1ccc2c(c1)ncn2-c1cc(C)cc(C)c1)OC	-6%	-6%	nt
CN(c1ccccc1)c1nc(N)c([N+](=O)[O-])c(NCCO)n1	-10%	-5%	5%
CCc1ccc(NC(=O)c2cnccn2)cc1	17%	-22%	nt
CN(CC(=O)NCCCN1CCOCC1)S(=O)(=O)c1ccc(Cl)cc1	0%	nt	0%
Cc1ccc(N/N=C(/Sc2nnnn2-c2ccccc2)C(=O)c2ccccc2)cc1	12%	16%	6%
C=CC(C1=CC(=O)C(OC)=CC1=O)c1ccc(O)cc1 (stereo not given)	nt	-10%	11%[56.1 µM]
CC(NCc1cccnc1)c1ccccc1 (stereo not given)	-4%	-1%	nt
CCn1cc(C(=O)NCCc2ccccc2)c(=O)c2cc(F)c(N3CCN(C)CC3)cc21	1%	-2%	3%
CCc1cccc(C)c1N1C(=O)CC(C)(C)CC1=O	-7%	-27%	-6%

Compound profiles, from the list above. Order of values: FEN1 inh	N370S GC	TDP1 inh
CCc1ccc(NC(=O)c2cnccn2)cc1 reads 17%	-22%	nt
Cc1ccc(S(=O)(=O)Nc2c(C)n(C)n(-c3ccccc3)c2=O)c(C)c1 reads 8%	1%	nt

(further entries)
SMILES	FEN1 inh	N370S GC	TDP1 inh
O=C(N/N=C/c1ccc(Cl)cc1)C(=O)N1CCCCCC1	1%	13%	6%
CCOC(=O)C1C(=O)C=C(c2ccc(C)cc2)CC1c1ccccc1 (stereo not given)	-3%	19%	0%
Cc1ccc(NC2=NCC(=O)N2CCc2ccccc2)cc1C	-4%	-4%	6%
O=C(O)C1CCC(Cn2c(SCc3cc(=O)n4cc(Cl)ccc4n3)nc3ccsc3c2=O)CC1 (stereo not given)	20%	12%	4%
CCc1ccccc1N(C(=O)c1snc(C(N)=O)c1N)C(C(=O)NCC1CCCO1)c1ccc(C)o1 (stereo not given)	-1%	?	8%
N#Cc1ccccc1OCC(=O)OCC(=O)c1c[nH]c2ccccc12	-18%	nt	1%
O=[N+]([O-])c1ccc(O)c(/C=N/n2c(CO)nc3ccccc32)c1	8%	-3%	4%
FC(F)(F)c1cccc(N2CCN(c3nc4ccccc4n4cnnc34)CC2)c1	1%	nt	1%
Cc1cccc(N2CCN(Cc3nc(CC4CC4)no3)CC2)n1	-3%	0%	-5%
COc1cc2cc(CN(CCCN3CCOCC3)Cc3nnnn3Cc3ccccc3)c(=O)[nH]c2cc1OC	-4%	-5%	2%
O=C(NCc1cccs1)C(=O)c1cn(CC(=O)N2CCCC2)c2ccccc12	4%	-3%	-3%
O=C(O)CCCNS(=O)(=O)c1ccc(NCc2ccccc2)c(C(=O)O)c1	13%	2%	3%
Cc1c(C#N)c2ccccc2n1CC(=O)N1CCCC1	0%	nt	1%
CCSc1nc(C)c(C)c(=O)[nH]1	-4%	17%	-1%
COc1ccc(N2CCN(c3ccc(-c4nc(-c5ccccc5)no4)cc3[N+](=O)[O-])CC2)cc1	-10%	nt	3%

3 compounds out of the list, ordered by formula weight, falling.
SMILES	FEN1 inh	N370S GC	TDP1 inh
O=C(O)C1CCC(Cn2c(SCc3cc(=O)n4cc(Cl)ccc4n3)nc3ccsc3c2=O)CC1 (stereo not given)	20%	12%	4%
CCc1ccccc1N(C(=O)c1snc(C(N)=O)c1N)C(C(=O)NCC1CCCO1)c1ccc(C)o1 (stereo not given)	-1%	?	8%
O=C(NCc1cccs1)C(=O)c1cn(CC(=O)N2CCCC2)c2ccccc12	4%	-3%	-3%

Going on with the list.
SMILES	FEN1 inh	N370S GC	TDP1 inh
O=C(CN1C(=O)c2ccccc2C1=O)N1CCN(C(=O)c2ccco2)CC1	-11%	nt	-2%
CC1CN(Cc2cnc(Cl)s2)CC(C)O1 (stereo not given)	-14%	-1%	8%
CCc1ccc(S(=O)(=O)c2nnn3c2nc(NCCC(C)C)c2cc(Cl)ccc23)cc1	-15%	nt	1%
CN(C)S(=O)(=O)N1CCC(Oc2ccc(C(=O)NCC(C)(C)CO)cc2)CC1	1%	4%	1%
CCCCCn1c(=O)c(Cc2ccccc2)c(O)c2ccccc21	2%	1%	-3%
COc1cc2sc3cc(NCc4ccc5c(c4)OCO5)ccc3c(=O)c2cc1OC	?	nt	1%
CCOc1cc(-c2noc(N)c2C#N)cc(OCC)c1OCC	-17%	-18%	-6%
C=CCNC(=O)C1CCN(c2ccc(S(=O)(=O)N3CCOCC3)cc2Cl)CC1	-1%	-4%	0%
CN(C(=O)COC(=O)CCC1CCCCC1)c1c(N)n(Cc2ccccc2)c(=O)[nH]c1=O	8%	-27%	-7%
COc1ccc(-c2nc(Cn3c(=O)cc(-c4ccccc4)c4c(C)nn(C)c43)c(C)o2)cc1OC	-3%	nt	3%
CC1CC(C)(C)CC2(C1)NC(=O)N(CC(=O)N1CCN(S(=O)(=O)c3cccs3)CC1)C2=O (stereo not given)	13%	nt	1%
Cc1nc2c(C(=O)NCc3ccccc3Cl)c[nH]n2c(=O)c1Cl	-17%	1%	-3%
COc1ccc2c(c1)c1ncnc(N3CCN(Cc4ccc5c(c4)OCO5)CC3)c1n2C	nt	1%	5%
Cc1cnn(C(=O)c2ccccc2Br)c1	-4%	2%	7%
O=C1CC2c3ccccc3C1C1C(=O)N(Cc3ccccc3)C(=O)C21 (stereo not given)	11%	4%	2%
COc1ccccc1-c1cnn2c(N3CCOCC3)cc(C)nc12	-5%	-18%	nt
COC(C[C@H](O)C[C@H](O)[C@H](C)OCc1ccccc1)OC	-13%	-4%	-1%
Cc1ccc(C(=O)N2CCC(n3nccc3NC(=O)c3ccccc3C)CC2)cn1	3%	-4%	4%
